ERAP1 inh = inhibitors of human ERAP1 aminopeptidase; hit rate 0.15% among 340,000; recombinant ERAP1, Leu-AMC fluorescence, 60 min; AID 652197; Q9NZ08; inhibition, % at 10.7 µM;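 active = mean replicate inhibition of at least 30%, or all replicates individually reaching that 30% level; inactive = mean below 30% and not every replicate reaching it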;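 note: 0% = neutral control wells and 100% = L-leucinethiol positive control wells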
Target sequence (Q9NZ08 whole entry, looked up): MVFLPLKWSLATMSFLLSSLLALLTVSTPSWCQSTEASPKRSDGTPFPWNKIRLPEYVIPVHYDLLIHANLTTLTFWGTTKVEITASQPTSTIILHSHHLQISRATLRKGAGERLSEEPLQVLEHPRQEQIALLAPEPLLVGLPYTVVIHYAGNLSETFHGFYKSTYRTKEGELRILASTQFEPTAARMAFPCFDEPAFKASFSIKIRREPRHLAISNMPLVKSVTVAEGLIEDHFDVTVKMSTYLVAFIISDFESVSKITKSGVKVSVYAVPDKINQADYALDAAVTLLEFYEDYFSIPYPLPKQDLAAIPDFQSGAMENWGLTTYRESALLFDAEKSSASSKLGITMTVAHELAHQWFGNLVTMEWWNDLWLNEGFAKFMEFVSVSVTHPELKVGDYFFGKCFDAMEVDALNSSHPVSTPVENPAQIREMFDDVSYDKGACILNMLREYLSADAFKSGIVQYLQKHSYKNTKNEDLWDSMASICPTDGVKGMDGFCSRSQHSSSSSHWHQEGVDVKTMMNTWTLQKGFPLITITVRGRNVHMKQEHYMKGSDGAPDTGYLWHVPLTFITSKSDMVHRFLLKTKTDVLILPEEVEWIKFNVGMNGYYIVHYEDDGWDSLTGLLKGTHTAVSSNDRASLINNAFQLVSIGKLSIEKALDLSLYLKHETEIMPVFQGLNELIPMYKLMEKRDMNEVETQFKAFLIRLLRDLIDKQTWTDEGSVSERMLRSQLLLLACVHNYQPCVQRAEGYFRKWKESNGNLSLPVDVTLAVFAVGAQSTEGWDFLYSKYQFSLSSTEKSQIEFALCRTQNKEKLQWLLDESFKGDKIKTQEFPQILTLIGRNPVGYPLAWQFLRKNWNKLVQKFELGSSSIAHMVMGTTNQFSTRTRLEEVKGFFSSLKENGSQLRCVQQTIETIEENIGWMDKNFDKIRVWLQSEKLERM
FN deposition inh = fibronectin deposition inhibition. AH1F fibroblasts, Alexa488-fibronectin deposition fluorescence, overnight. inhibition, % at 12.6 µM. hit rate 0.086% among 350,000;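 active = mean inhibition across replicates of 30% or more, regardless of how many single replicates reach that level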;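 note: positive control wells lacked labelled fibronectin entirely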
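Assay system: AH1F fibroblasts / Quantity: 10000 cells per well / Medium: DMEM plus 2% serum, read in PBS / Reagent: labelled fibronectin 24 nM / Dosing: single dose, pinned / Times: 1 h cell attachment, overnight exposure to compound and label / Signal: fluorescence, ex 485 nm, em 525 nm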
LGR2 antag = Drosophila LGR2 receptor signaling inhibition; HEK293 LGR2, CRE-luciferase, bursicon-stimulated, 4 h; inhibition, % at 9.99 µM; hit rate 0.35% among 380,000;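 active = drop in luminescence signal, shown as inhibition above about 50% in the replicate tests, limit read from the data, passing the limit was not always enough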;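 note: agonist challenge used bursicon conditioned medium at about half maximal strength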
PAX8 reporter = lowers PAX8-driven luciferase in RMG-I cells; RMG-I TPO-luciferase reporter, SteadyGlo, 24 h; inhibition, % at 12.6 µM; hit rate 1.2% among 360,000; AID 652154;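 active = mean replicate inhibition at least 60% with every replicate also reaching 60%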;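 note: luciferase light reporting Pax8 driven TPO promoter activity; plate controls were median of neutral control wells for no effect and mitoxantrone controls for full effect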
PglD inh = PglD (C. jejuni) enzyme inhibition. purified PglD enzyme, DTNB colorimetric CoA detection. inhibition, % at 12.5 µM. hit rate 0.098% among 360,000. AID 602405; in the data active = inhibition above about 16%, passing the limit was not always enough; note: strong numbers were not always called active
EWS-Fli block = inhibitors of EWS/Fli oncoprotein transcriptional activity. A673 NR0B1-luciferase reporter, viability-normalised. inhibition, % at 12.6 µM. hit rate 0.67% among 350,000;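 active = mean inhibition of at least 50% after viability correction, with every replicate also passing that limit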;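 note: firefly luciferase signal divided by Alamar Blue viability fluorescence both relative to DMSO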
PGC1a acetyl inh = PGC1a acetylation modulation, inhibitor mode; U2OS PGC1a acetylation, AlphaScreen anti-acetyl-lysine; with virally co-expressed GCN5 acetyltransferase; inhibition, % at 15.6 µM; hit rate 0.17% among 350,000; AID 651687;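 active = every replicate shows inhibition of at least 40%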;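 note: 0% = neutral control wells and 100% = positive control wells; some results beyond the cut were filed as inactive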
S100A4 MyoIIA = inhibitors of human S100A4 binding to myosin IIA peptide; S100A4/TAMRA-MyoIIA peptide fluorescence polarization; inhibition, % at 10.7 µM; hit rate 0.14% among 360,000; AID 652163;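 active = mean inhibition of at least 70% across replicates, with every replicate also reaching that level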
Target sequence (P26447 whole entry, looked up): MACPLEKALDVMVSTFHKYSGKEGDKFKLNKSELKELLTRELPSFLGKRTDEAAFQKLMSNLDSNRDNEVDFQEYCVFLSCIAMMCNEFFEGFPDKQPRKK
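Compound dosing: one dose per compound; test system: human S100A4 monomer with TAMRA-labelled myosin IIA peptide; probe or stimulus: TAMRA-labelled myosin IIA heavy-chain peptide probe, 5 nM; medium: HEPES buffer with Ca2+, pH 7.2; schedule: 5 min incubation before reading; benchmarks: neutral control DMSO, positive control TFP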
An asterisk follows results filed as active; . = no result given. Compounds as they come, and some 2.1% of all compounds hit somewhere here.

SMILES	ERAP1 inh	FN deposition inh	LGR2 antag	PAX8 reporter	PglD inh	EWS-Fli block	PGC1a acetyl inh	S100A4 MyoIIA
Cc1ccc(C(=O)NC(=S)NCC2CCCO2)cc1Br (stereo unspecified)	1	-4	-61	-61	.	-36	.	-2
CC(OC(=O)C1CC1)C(=O)Nc1cccc(S(=O)(=O)N2CCOCC2)c1 (stereo unspecified)	0	4	-3	-4	-4	-2	.	2
COc1ccc(NC(=O)C2CCCN(S(=O)(=O)c3ccc(Cl)cc3)C2)cc1OC (stereo unspecified)	-6	1	4	26	-1	.	-1	-2
S=c1[nH]nc(-c2ccc(Br)cc2)n1-c1ccc2c(c1)OCCO2	-1	-1	.	-1	.	10	0	-1
COCCN(Cc1cc2cc3c(cc2nc1Cl)OCO3)C(=O)c1cccc(C)c1	-4	3	1	14	-5	10	-2	3
COc1ccc(CCNC(=O)CNC(=O)c2ccc(Br)o2)cc1OC	2	-2	-7	-5	5	-6	4	-2
CCn1cc(C(=O)NCc2ccco2)c(=O)c2cc(S(=O)(=O)N3CCc4ccccc4C3)ccc21	.	-4	.	36	6	.	-1	.
CCCCn1nnnc1C(c1cccs1)N1CCN(C/C=C/c2ccccc2)CC1 (stereo unspecified)	-1	-8	-13	3	2	3	1	-5
O=C(CN1CCN(c2ccccn2)CC1)Nc1nc2ccccc2s1	.	0	-14	-14	-1	-7	2	10
c1ccc(SCCN2CCN(c3ccccc3)CC2)cc1	0	-5	-36	-18	5	-19	.	-17
CCCn1c(SCC(=O)NCC2CCCO2)nc2c1c(=O)n(C)c(=O)n2C (stereo unspecified)	1	-1	0	12	7	.	.	-11
COc1ccc(S(=O)(=O)Nc2ccccn2)cc1C	5	.	21	15	.	-4	.	2
Cc1cccc(-n2c(=S)[nH]c3nc4c(cc3c2=O)COC(C)(C)C4)c1	.	-1	5	-4	5	0	14	25
Cc1[nH]n(-c2ccccc2)c(=S)c1C=NCCCN=Cc1c(C)[nH]n(-c2ccccc2)c1=S	10	3	-6	0	.	-5	.	11
O=C(CSc1nnc(-c2csc3c2CCCC3)o1)Nc1ccccc1	0	1	-38	13	-3	36	-6	-1
COc1ccc(S(=O)(=O)N2CCCOC2CNC(=O)C(=O)NCCc2ccco2)cc1C (stereo unspecified)	-3	0	1	22	5	.	-5	-1
CCOC(=O)Nc1ccc2c(CNC(C)c3ccccc3OC)cc(=O)oc2c1 (stereo unspecified)	8	6	-23	-14	6	6	1	27
COc1ccc(C(C)(O)c2nc(-c3cccc(C#N)c3)cs2)cc1 (stereo unspecified)	4	.	9	18	3	10	-19	-2
Cc1nnc(SCC(=O)N2CCc3ccccc32)n1-c1ccccc1	.	1	.	24	-4	.	6	.
O=[N+]([O-])c1ccccc1S(=O)(=O)Oc1ccccc1/C=N/n1cnnc1	-2	-3	5	98*	.	3	.	-2
C[C@H]1CN([C@@H](C)CO)C(=O)c2ccccc2-c2ccccc2CO[C@H]1CN(C)Cc1ccc(-c2ccccc2)cc1	6	-5	33	18	.	8	.	-1
O=C([C@@H]1[C@@H](CO)[C@@H]2Cn3c(ccc(-c4cncnc4)c3=O)[C@@H]2N1CC1CC1)N1CCCCC1	-1	.	10	-12	-6	-7	.	-14
COc1cc(C2NCCc3c2[nH]c2ccccc32)ccc1OC(C)C (stereo unspecified)	1	2	10	16	-7	15	.	-1
CC(Cc1cccs1)NC(=O)Nc1cccc(Cl)c1 (stereo unspecified)	.	-4	.	-29	8	.	-7	.
C[C@@H]1CN([C@H](C)CO)C(=O)c2cccc(NC(=O)C3CC3)c2O[C@H]1CN(C)Cc1ccc(-c2ccccc2)cc1	1	.	1	.	-1	8	8	-8
CC(C)(C)c1ccccc1NC(=O)c1cccnc1	1	.	0	.	.	6	3	-2
O=C1C2C3C=CC(C4CC34)C2C(=O)N1c1ccc2c(c1)OCO2 (stereo unspecified)	0	2	.	-32	.	-3	.	-4
CO[C@H]1CN(C)C(=O)c2ccc(NC(=O)C3CCOCC3)cc2OC[C@H](C)NC[C@@H]1C	-2	4	-11	.	.	.	-2	3
CC(=O)N1CCN(C(=S)c2cccc([N+](=O)[O-])c2)CC1	-2	0	-2	-15	.	-7	.	-6
Cc1noc(C)c1S(=O)(=O)N1CCCc2nc(-c3ccccc3)ccc21	-4	2	7	-32	.	11	.	-1
COc1ccccc1C(=O)NC(=O)Cn1nc(C)c([N+](=O)[O-])c1C	-1	2	-6	-1	.	0	2	-4
Cn1cnc(S(=O)(=O)N[C@H]2C=C[C@H](CC(=O)NCC3CCCCC3)O[C@H]2CO)c1	-1	-1	4	-15	-1	-10	5	-4
Cc1noc(C)c1S(=O)(=O)Nc1ccc2c(c1)C(=O)N([C@@H](C)CO)C[C@H](C)[C@H](CN(C)Cc1ccc(Oc3ccccc3)cc1)O2	0	.	14	.	-2	4	5	0
CCCN(CCC)c1nc(Cl)nc(NCCN2CCOCC2)n1	0	-16	21	-9	-3	-3	.	6
CN(C)C(=O)C[C@H]1CC[C@H]2[C@@H](COC[C@H](O)CN2C(=O)C2CC2)O1	0	-9	-2	13	2	8	1	1
CCSc1nnc(NC(=O)CSc2nnc(Cc3cccn3C)n2-c2ccc(C)cc2)s1	-3	.	-9	.	0	0	1	-8
Cc1cccc(C(C)C)c1NC(=O)COC(=O)C1CC(=O)N(Cc2ccccc2)C1 (stereo unspecified)	1	0	-1	-5	.	-2	4	-13
CC(C)(C)c1ccc(/C=C(\C#N)C(=O)Nc2ccccn2)cc1	-2	-3	3	-6	3	8	-9	-13
CC(C)(C)NC(=O)C(c1cccs1)N(CC1CCCO1)C(=O)c1ccc(-c2ccccc2)[nH]1 (stereo unspecified)	.	-4	-9	-8	-1	.	.	.
CCN1CCN(c2ncc(C(=O)N3CCCc4ccccc43)c3ccccc23)CC1	.	9	.	21	-7	.	3	.

Nothing new here: eleven of the compounds above.
SMILES	ERAP1 inh	FN deposition inh	LGR2 antag	PAX8 reporter	PglD inh	EWS-Fli block	PGC1a acetyl inh	S100A4 MyoIIA
Cc1[nH]n(-c2ccccc2)c(=S)c1C=NCCCN=Cc1c(C)[nH]n(-c2ccccc2)c1=S	10	3	-6	0	.	-5	.	11
O=C(CSc1nnc(-c2csc3c2CCCC3)o1)Nc1ccccc1	0	1	-38	13	-3	36	-6	-1
COc1ccc(S(=O)(=O)N2CCCOC2CNC(=O)C(=O)NCCc2ccco2)cc1C (stereo unspecified)	-3	0	1	22	5	.	-5	-1
CCOC(=O)Nc1ccc2c(CNC(C)c3ccccc3OC)cc(=O)oc2c1 (stereo unspecified)	8	6	-23	-14	6	6	1	27
COc1ccc(C(C)(O)c2nc(-c3cccc(C#N)c3)cs2)cc1 (stereo unspecified)	4	.	9	18	3	10	-19	-2
Cc1nnc(SCC(=O)N2CCc3ccccc32)n1-c1ccccc1	.	1	.	24	-4	.	6	.
O=[N+]([O-])c1ccccc1S(=O)(=O)Oc1ccccc1/C=N/n1cnnc1	-2	-3	5	98*	.	3	.	-2
C[C@H]1CN([C@@H](C)CO)C(=O)c2ccccc2-c2ccccc2CO[C@H]1CN(C)Cc1ccc(-c2ccccc2)cc1	6	-5	33	18	.	8	.	-1
O=C([C@@H]1[C@@H](CO)[C@@H]2Cn3c(ccc(-c4cncnc4)c3=O)[C@@H]2N1CC1CC1)N1CCCCC1	-1	.	10	-12	-6	-7	.	-14
COc1cc(C2NCCc3c2[nH]c2ccccc32)ccc1OC(C)C (stereo unspecified)	1	2	10	16	-7	15	.	-1
CC(Cc1cccs1)NC(=O)Nc1cccc(Cl)c1 (stereo unspecified)	.	-4	.	-29	8	.	-7	.

Next part.
SMILES	ERAP1 inh	FN deposition inh	LGR2 antag	PAX8 reporter	PglD inh	EWS-Fli block	PGC1a acetyl inh	S100A4 MyoIIA
CCN(CC)c1ccc(/C=N/NC(=O)CNC(=O)c2cccnc2)cc1	2	1	-42	-13	-7	-1	-6	-4
CC1CCCCC1NC(=O)NC(=O)COC(=O)c1cncc(Br)c1 (stereo unspecified)	5	-8	8	-7	-10	4	0	1
N/C(COc1ccc(Cl)cc1Cl)=N\O	4	-9	9	7	.	7	0	1
C/C=C\C(=O)Nc1cccc(C2=NOC3(C2)C[C@@H](C(N)=O)N(C(=O)COc2ccc(Cl)cc2)C3)c1 (stereo partly specified)	2	2	8	9	-6	0	-2	-1
CN(C[C@H](Cc1ccccc1)N(C[C@H](Cc1ccccc1)N(CCc1cc(C(F)(F)F)cc(C(F)(F)F)c1)N=O)N=O)N=O	.	19	13	-13	-6	-11	-10	38
CO[C@H]1CN(C)C(=O)c2ccc(NC(=O)C3CC3)cc2OC[C@H](C)N(Cc2ccncc2)C[C@@H]1C	-5	-3	4	21	-4	1	-8	42
NC(=O)c1ccc(Oc2ccc3ccc(=O)oc3c2)c([N+](=O)[O-])c1	2	-1	22	7	.	13	9	0
CCc1ccccc1NC(=O)CN(C)C(=O)CSc1nnc(Nc2cccc(C)c2)s1	-2	2	-7	32	.	0	.	-9
O=C(C[C@H]1C[C@@H]2c3cc(NC(=O)c4ccc5c(c4)OCO5)ccc3O[C@@H]2[C@H](CO)O1)NCc1ccc(Cl)cc1	-4	12	3	16	0	7	-7	-1
CCNC(=S)NNC(=O)c1cc(-c2ccc(OC)cc2)nc2ccccc12	.	-5	43	-7	-8	.	-4	.
C=C1CCN([C@@H](Cc2ccccc2)C(=O)NC2CCN(Cc3ccccc3)CC2)S(=O)(=O)c2ccccc21	-1	-3	-7	-4	2	-11	-6	-2
COc1ccc(CCNS(=O)(=O)c2ccc3c(c2)OCCO3)cc1	-4	.	3	.	2	.	-2	-3
COc1cccc(/C=C/C(=O)NCC2CCCCC2)c1	-4	4	-29	-17	1	-31	.	-8
CC(C)C[C@H](NC(=O)c1nc[nH]c1C(=O)N(C)Cc1ccccc1)C(=O)OCc1ccccc1	-3	-10	12	4	0	-7	.	-1
O=S(=O)(c1ccc(F)cc1)N1CCC2(CC1)OCCN2S(=O)(=O)c1cccs1	2	1	-2	14	-4	8	-19	24
CCCCn1c(N)c(N(CC(C)C)C(=O)C2CC(=O)N(Cc3ccco3)C2)c(=O)[nH]c1=O (stereo unspecified)	-2	1	9	-5	1	.	.	-5
Cc1ccc2c(cnn2C(=O)CCC(=O)NC2CCCC2)c1	6	3	-9	4	-1	2	2	4
O=C(Nc1cccc(F)c1)N1CCCCN2[C@@H](CO)[C@H](c3ccc(-c4ccccc4F)cc3)[C@@H]2C1	-1	.	11	49	1	8	-11	12
COc1ccc(C)cc1NC(=O)C(OC(=O)Cn1cnc2c1c(=O)n(C)c(=O)n2C)c1ccccc1 (stereo unspecified)	0	-5	2	9	.	-4	5	-2
C[C@@H]1CCCCO[C@H](CN(C)Cc2ccccc2)[C@@H](C)CN([C@@H](C)CO)C(=O)c2cc(NC(=O)c3ccncc3)ccc2O1	-1	-2	6	5	0	.	9	1
CC(C)NC(=O)Nc1ccc2c(c1)CC(=O)N([C@H](C)CO)C[C@@H](C)[C@H](CN(C)C)O2	4	3	12	-9	-7	.	2	5

Screens deposited in PubChem BioAssay by Broad Institute.
